DNMT1 block = human DNMT1 methyltransferase inhibitors, primary screen, biochemical, molecular beacon, fluorescence, HinP1I cleavage, uHTS; DNA (cytosine-5)-methyltransferase 1 (Homo sapiens), P26358; inhibition (reported as % activation of signal), % at 10 µM; 360,000 tested, 0.83% active; AID 588458, 2011; in the data active = inhibition above about 50%
LMPTP block = LMPTP phosphatase inhibitors, primary screen, biochemical, fluorescence intensity, uHTS. Low molecular weight phosphotyrosine protein phosphatase (Homo sapiens), P24666. 360,000 tested, 0.22% active. recombinant LMPTP-A, OMFP fluorogenic substrate. inhibition, % at 20 µM;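 active = compounds that cut the enzyme signal by at least half of the control window in the single-dose screen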;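 also: plate controls were DMSO wells with enzyme plus substrate for no effect and substrate without enzyme for full effect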
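Test system: LMPTP-A phosphatase enzyme. Amount: LMPTP-A at 0.625 nM final in the reaction. Reagent: OMFP substrate, 400 µM final. Times: 50 min at room temperature. Signal: endpoint fluorescence intensity from OMFP dephosphorylation. Read-out basis: % inhibition. Benchmarks: no-enzyme and uninhibited controls.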
STEP block = STEP phosphatase inhibitors, primary screen, biochemical, fluorescence intensity, uHTS | inhibition, % at 20 µM | Tyrosine-protein phosphatase non-receptor type 5 (Homo sapiens), P54829 | 360,000 tested, 0.25% active | recombinant STEP, OMFP fluorogenic substrate;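 active = inhibition at 20 µM, scaled per plate between control wells, above about 37%, limit read from the data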;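 also: 0% = DMSO with enzyme and substrate and 100% = substrate only without enzyme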
Target sequence (P54829 whole entry, looked up): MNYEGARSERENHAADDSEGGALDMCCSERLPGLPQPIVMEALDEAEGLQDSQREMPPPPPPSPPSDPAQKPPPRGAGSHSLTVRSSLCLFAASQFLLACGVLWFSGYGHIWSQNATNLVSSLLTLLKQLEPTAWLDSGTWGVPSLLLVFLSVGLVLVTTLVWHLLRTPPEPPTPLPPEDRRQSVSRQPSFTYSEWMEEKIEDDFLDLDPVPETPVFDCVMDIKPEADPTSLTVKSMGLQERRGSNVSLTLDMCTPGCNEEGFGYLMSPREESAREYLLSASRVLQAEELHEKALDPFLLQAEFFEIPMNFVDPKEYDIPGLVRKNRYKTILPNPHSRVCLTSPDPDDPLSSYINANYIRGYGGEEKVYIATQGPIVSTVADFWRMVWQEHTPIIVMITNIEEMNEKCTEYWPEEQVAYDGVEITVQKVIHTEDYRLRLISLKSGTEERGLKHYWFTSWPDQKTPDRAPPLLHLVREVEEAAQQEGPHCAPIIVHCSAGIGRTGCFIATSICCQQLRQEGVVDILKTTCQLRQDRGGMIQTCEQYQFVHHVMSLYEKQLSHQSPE
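System: STEP phosphatase, cell-free reaction; Buffer or medium: Bis-Tris pH 6.0 buffer with DTT, detergent; Incubation: 20 min at room temperature, dark; Measured by: fluorescence, 480/540 nm.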
Scp-1 inhibitor = Scp-1 phosphatase inhibitors, primary screen, biochemical, colorimetric, uHTS; 340,000 tested, 0.88% active; Carboxy-terminal domain RNA polymerase II polypeptide A small phosphatase 1 (Homo …; Recombinant Scp1, phosphopeptide, malachite green phosphate absorbance; inhibition, % at 20 µM;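 active = inhibition above about 50% at 20 µM, limit read from the data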;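 also: plate controls were DMSO wells with enzyme for no effect and wells lacking enzyme for full effect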
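System: SCP-1 catalytic domain; Reagent: Phospho 17-mer peptide substrate; Doses: one concentration, 20 µM, with 1.0% DMSO; Incubation: 45 min room-temperature reaction, 5 min colour, 30 min stabiliser; Signal: Phosphate-binding colour reagent, absorbance read at 630 nm.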
TbMetRS inhib = T. brucei MetRS inhibitors, primary screen, biochemical, luminescence; purified T. brucei MetRS, ATP depletion, Kinase-Glo luminescence; inhibition, % at 11.9 µM; 360,000 tested, 0.4% active; AID 624268, 2012;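 active = inhibition above a per-plate cutoff of the control wells' mean inhibition plus 3 SD, cut at about 5.5% in these data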;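 also: 0% = DMSO wells median and 100% = median of wells with control inhibitor compound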
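Measured by: Kinase-Glo luciferase luminescence reporting remaining unconsumed ATP. Material: purified T. brucei MetRS enzyme. Doses: 11.9 µM compound single dose, 0.9% DMSO. Medium: HEPES buffer containing pyrophosphatase, BSA, spermine, DTT. Times: 15 min preincubation, 2 h reaction, all 25 °C. Reagent: methionine, ATP and bulk E. coli tRNA.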
Rpn11 inh = Rpn11 (PSMD14) deubiquitinase inhibitors, primary screen, biochemical, fluorescence polarization, uHTS; AID 588493, 2011; human 26S proteasome, Ub4-pepOG fluorescence polarization; 20S core pre-blocked with epoxomicin; 26S proteasome non-ATPase regulatory subunit 14 (Homo sapiens), O00487; calls only at 20 µM; 360,000 tested, 0.59% active;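 active = inhibition at 20 µM, scaled to each plate's controls, above about 33%, limit read from the data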
Target sequence (O00487 whole entry, looked up): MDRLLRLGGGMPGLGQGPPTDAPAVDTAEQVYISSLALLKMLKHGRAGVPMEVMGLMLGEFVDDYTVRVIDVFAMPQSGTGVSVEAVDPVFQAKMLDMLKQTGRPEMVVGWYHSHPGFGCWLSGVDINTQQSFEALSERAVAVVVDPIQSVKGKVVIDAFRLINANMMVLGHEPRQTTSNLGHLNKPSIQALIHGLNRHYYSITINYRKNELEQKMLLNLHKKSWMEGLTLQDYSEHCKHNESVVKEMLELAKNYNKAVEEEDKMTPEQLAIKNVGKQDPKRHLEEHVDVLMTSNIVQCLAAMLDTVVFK
CSN inh = inhibitors of CSN-mediated cullin deneddylation, primary screen, biochemical, fluorescence polarization, uHTS; COP9 signalosome complex subunit 5 (Homo sapiens), Q92905; Purified CSN, SCF-Nedd8-OG deneddylation; inhibition, % at 12.5 µM; 360,000 tested, 0.38% active; AID 651999, 2013;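 active = pattern-corrected inhibition above about 35%, with an unprinted fluorescence ratio check between 0.5 and 1.5, limit read from the data, passing the limit was not always enough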;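 also: 0% = enzyme with substrate and 100% = substrate without enzyme; some results filed as inactive read as strong as hits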
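Detection – fluorescence polarization · System – HEK293T-derived human Csn5 enzyme · Controls – substrate-only high control, full reaction low control · Timing – 90 min, room temperature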
SUMO1 PPI mod = modulators of SUMO1 protein-protein interactions, primary screen, biochemical, uHTS. Small ubiquitin-related modifier 1 (Homo sapiens), P63165. SUMO1 binding to a labelled peptide, TR-FRET, 1 h. inhibition, % at 20 µM. 360,000 tested, 0.33% active. AID 602429, 2012; in the data active = inhibition above about 37%
Target sequence (P63165 whole entry, looked up): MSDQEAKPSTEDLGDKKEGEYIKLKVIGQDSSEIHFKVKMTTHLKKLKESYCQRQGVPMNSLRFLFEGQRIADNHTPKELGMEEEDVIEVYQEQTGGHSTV
NadD block = inhibitors of S. aureus NadD, primary screen, biochemical, colorimetric, uHTS; Nicotinate-nucleotide adenylyltransferase NadD (Staphylococcus aureus N315); purified NadD enzyme, colorimetric absorbance read-out; inhibition, % at 20 µM; 360,000 tested, 0.78% active; AID 602399, 2012; in the data active = inhibition above about 26%; also: some compounds past the cut are filed as inactive
MsrA inhibitor = bovine MsrA enzyme inhibitors, primary screen, biochemical, absorbance, HTS. AID 651718, 2012. purified bovine MsrA, absorbance read-out. 360,000 tested, 0.75% active. inhibition, % at 15.5 µM. Methionine sulfoxide reductase A (Bos taurus); in the data active = inhibition above about 4.5%;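 also: 0% = vehicle wells with enzyme and 100% = reference inhibitor wells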
* marks the source's active call; other numbers are inactive results; i = inactive; x = not tested or not shown.

SMILES	DNMT1 block	LMPTP block	STEP block	Scp-1 inhibitor	TbMetRS inhib	Rpn11 inh	CSN inh	SUMO1 PPI mod	NadD block	MsrA inhibitor
Cc1nc2ccccn2c1-c1csc(Nc2cccc(C(=O)O)c2)n1	-1	1.0	2	-2	-0.8	i	0	21	-1	1.8
COc1ccc(NC(=O)C2CC(=O)N(c3ccccc3C)C2)c(OC)c1 (configuration not stated)	2	-0.9	-1	-3	-0.2	i	2	-3	-2	0.0
CC(=O)Nc1c2c(nn1-c1ccccc1C)CSC2	-1	-2.3	1	3	-0.2	i	2	6	-1	0.4
O=C(CSc1nc(-c2ccc(Cl)cc2)[nH]c(=O)n1)Nc1cccc(Cl)c1	-5	1.6	4	-4	-0.1	i	5	14	12	-0.6
Cc1ccc(NC(=O)CSc2nc3nn(-c4ccccc4)c(=O)c-3c3n2CCCCC3)cc1F	-10	2.6	4	-13	0.3	i	2	-12	15	0.0
COc1ccc(NC(=O)CSc2nnc(CNc3ccc(C)cc3)n2C)cc1	-2	-0.1	3	-3	-0.3	i	-9	1	-3	0.0
O=C(Nc1ccccc1C(=O)O)c1ccc(CN2C(=O)c3ccccc3C2=O)cc1	-1	0.5	4	-10	-1.1	i	0	15	-12	0.2
CC(=O)N1CCC(N(C(=O)Nc2ccc(C)c(C)c2)C2CCCC2)CC1	1	-1.6	0	-3	-0.9	i	6	0	0	1.8
CCOC(=O)C1CC(=NO)c2ccc(OC)c(OC)c2C1 (configuration not stated)	-10	0.1	-2	x	0.4	i	1	-2	-2	-0.1
CC1CCCC(NC(=O)COC(=O)Cc2c[nH]c3ccccc23)C1C (configuration not stated)	2	-0.5	-1	-5	-0.1	i	-7	5	-9	-0.1
COC(=O)C1CCN(C(=O)/C=C/c2ccccc2)CC1	5	1.4	-2	-1	0.1	i	-20	-2	-4	0.5
CC(=O)c1cc(C#N)c(NCCCN(C)C)nc1C	1	3.0	1	-5	-0.6	i	-20	0	-1	0.5
N#Cc1ccc(C(=O)Nc2ccn(-c3ccccc3)n2)cc1	-3	-0.6	0	-13	-0.1	i	5	10	4	1.4
Cc1ccccc1/C=N/Nc1ccnc2cc(Cl)ccc12	70*	4.8	16	5	0.5	i	2	26	14	0.5
Cc1nn(Cc2ccccc2)c(C)c1NS(=O)(=O)c1ccccc1	1	-1.3	-3	-2	0.0	i	0	6	1	-1.7
CC(C)CCn1nnnc1CN1CCN(C(=O)c2ccco2)CC1	9	-3.3	-2	1	-0.3	i	6	0	0	-0.5
O=C(CN1C(=O)C2C3C=CC(C4CC34)C2C1=O)NCc1ccco1 (configuration not stated)	1	0.0	2	1	-0.6	i	1	-4	-5	-0.3
COc1ccc([N+](=O)[O-])cc1NC(=O)c1ccc(N(Cc2ccccc2Cl)S(C)(=O)=O)cc1	-4	1.6	-3	-15	0.0	i	-9	-4	-7	1.3
O=C(CCN1CCOCC1)N/N=C/c1cc([N+](=O)[O-])ccc1OC(F)F	-1	-0.2	-6	-7	0.6	i	-1	-17	2	0.6
O=C(CSc1ccccc1)Nc1ccc2c(c1)OCO2	1	1.0	2	-6	1.0	i	-2	3	-2	-0.7
CCOc1ccc(-c2cccc(NC(=O)c3ccc(Br)o3)c2)nn1	-1	0.5	0	-1	-0.4	i	3	-1	8	0.7
COc1cc(-c2nc(N)n[nH]2)cc(OC)c1OC	0	-3.3	2	-2	0.5	i	-5	-1	-2	1.4
COc1ccc(CCNc2ccc(C(CC(N)=O)NC(=O)c3ccc(Br)cc3)cc2[N+](=O)[O-])cc1 (configuration not stated)	44	1.9	3	1	-0.3	i	5	-7	11	1.2
COc1ccc(C(CC(=O)Nc2ncccc2C)N2Cc3ccccc3C2=O)cc1 (configuration not stated)	-2	-1.6	-1	-6	-0.8	i	2	0	-6	-0.2
CN(C)S(=O)(=O)c1cccc(NC(=O)COC(=O)/C=C/c2ccc([N+](=O)[O-])cc2)c1	-1	-0.1	1	-12	-0.1	i	-9	-14	-14	1.3

Retrieved by structure from the entries so far, 2 records:
SMILES	DNMT1 block	LMPTP block	STEP block	Scp-1 inhibitor	TbMetRS inhib	Rpn11 inh	CSN inh	SUMO1 PPI mod	NadD block	MsrA inhibitor
CC(=O)N1CCC(N(C(=O)Nc2ccc(C)c(C)c2)C2CCCC2)CC1	1	-1.6	0	-3	-0.9	i	6	0	0	1.8
COc1ccc(CCNc2ccc(C(CC(N)=O)NC(=O)c3ccc(Br)cc3)cc2[N+](=O)[O-])cc1 (configuration not stated)	44	1.9	3	1	-0.3	i	5	-7	11	1.2

(list continues)
SMILES	DNMT1 block	LMPTP block	STEP block	Scp-1 inhibitor	TbMetRS inhib	Rpn11 inh	CSN inh	SUMO1 PPI mod	NadD block	MsrA inhibitor
Cc1cc(S(=O)(=O)Nc2cccc(Cl)c2)c(C)s1	1	1.7	-2	-6	-0.6	i	-12	-2	-8	2.6
Cc1ccc(CN2CCNC(=O)C2CC(=O)N2CCN(c3ncccn3)CC2)o1 (configuration not stated)	-4	-1.5	0	2	-1.3	i	-2	1	-8	1.6
CCCCCCn1c(COc2ccccc2F)nnc1SCC(=O)NC1CCS(=O)(=O)C1 (configuration not stated)	-1	-0.1	-3	-5	0.5	i	-6	-4	0	0.4
CCOc1ccc2nc(N(CCCN(C)C)C(=O)c3ccc(S(=O)(=O)N4CCc5ccccc5C4)cc3)sc2c1	8	-1.3	1	5	-0.4	i	1	-6	4	-1.3
CN1CCN(c2nc3c(c(=O)n(C)c(=O)n3C)n2CCSc2nnnn2-c2ccccc2)CC1	-1	0.2	-1	-15	0.1	i	0	-3	1	-0.1
CNC(=S)N1CCC(c2nc3ccccc3s2)CC1	7	-1.1	4	-1	-0.8	i	-3	-3	-1	0.2
CC1(C)CC(=O)C(C(c2cc([N+](=O)[O-])ccc2Cl)C2C(=O)CC(C)(C)CC2=O)C(=O)C1	4	-1.0	-2	-11	0.4	i	-2	-4	-4	1.5
COc1ccc(C)cc1NC(=O)c1ccc([N+](=O)[O-])cc1[N+](=O)[O-]	1	0.0	-1	-1	0.6	i	-3	-33	1	2.0
CCC1([N+](=O)[O-])COC(c2ccc(OC)cc2)OC1 (configuration not stated)	-8	1.4	-1	2	-0.5	i	1	-2	0	1.4
Nc1ncc(Br)cc1S(=O)(=O)NCCc1ccccc1	0	0.6	0	-3	-0.1	i	-1	0	-3	0.0
CC(C)(C)c1ccc(/C=N/Nc2cccc(C(=O)O)c2)cc1	0	0.4	1	3	0.0	i	5	-6	-2	1.0
COC(=O)C1=CN(c2ccc(N3CCOCC3)cc2)C(N)=C(C#N)C1c1cccc(F)c1 (configuration not stated)	x	-0.2	x	x	-0.8	x	0	-52	x	-0.2
CCCN(CCC)CCCNC(=O)Cn1cnc2sc(C)c(S(=O)(=O)N3CCCCC3)c2c1=O	0	-1.9	1	4	-0.1	i	-1	-2	3	0.5
O=[N+]([O-])C(=C1Nc2ccccc2N1)/C(Cl)=C(/Cl)Br	-5	-1.1	0	5	-0.7	i	-2	7	8	1.5
CCC(=O)Nc1cccc(C(=O)Nc2nccs2)c1	0	-1.2	-2	-3	-0.9	i	-9	3	-4	-0.7
O=C(COc1ccc(Br)cc1Br)NN1C(=O)c2ccccc2C1=O	-5	1.6	-3	-4	0.6	i	-2	-8	1	0.0
COc1ccc(S(=O)(=O)N2CCOCC2)cc1NC(=O)c1ccc(Cl)cc1	9	-0.9	2	3	0.2	i	-6	2	0	0.0
CN(C)c1ccc(C=c2c3ccccc3n3c2c2ccccc2[n+]3C)cc1	29	78*	37	-8	-0.7	i	114	119*	54*	2.2
CC1CCN(S(=O)(=O)c2ccc3c(c2)N(CC(=O)NCCCN(Cc2ccccc2)C(C)C)C(=O)CO3)CC1	1	0.6	-3	7	-1.0	i	-3	-6	-3	-0.8
CC(=O)Nc1ccc2c(c1)ncn2C1CCCCC1	1	-0.2	-4	0	0.3	i	2	0	3	-0.5
CCOC(=O)C(=CNc1ccc(O)c(C(=O)OC)c1)C(=O)OCC	5	-1.3	-1	0	-0.3	i	-1	9	-3	3.4
COc1ccc(Br)cc1C(=O)Nc1cccc(C)c1C	-2	-1.2	-3	0	-0.5	i	-1	0	2	-0.6
COc1cc(C2c3cc4c(cc3OC(NCc3ccccc3)C2C)OCO4)cc(OC)c1OC (configuration not stated)	-4	-3.0	1	-8	-0.4	i	2	3	2	-0.3
Cc1ccc(CN2CCN(Cc3ccc(-n4cccn4)cc3)CC2CCO)cc1 (configuration not stated)	4	1.0	-5	-1	1.0	i	-3	1	-6	-1.3
O=C(COc1ccc2ccccc2c1)N/N=C/C1CC=CCC1 (configuration not stated)	-6	0.0	3	-3	-0.3	i	-3	-1	3	-0.1
CC12CC(c3ccccc3O1)C(/C(N)=N/NC(=O)c1ccc(F)cc1)C(=O)N2 (configuration not stated)	0	-1.7	0	-9	-0.1	i	0	2	0	0.7
CN(C(=O)COC(=O)c1nc(Cl)ccc1Cl)C1CCS(=O)(=O)C1 (configuration not stated)	1	0.2	2	-9	0.0	i	-4	2	0	-0.8
CCN(CC)C(=O)N1CCC(NC(=O)c2ccccc2)CC1	-3	-1.0	2	-8	-0.4	i	8	0	-5	-0.3
Cc1cc(C)cc(N(CC(=O)NCc2ccco2)S(=O)(=O)c2c(C)noc2C)c1	-3	-1.2	-1	-15	-0.9	i	-2	5	2	0.7
NS(=O)(=O)c1ccc(CNC(=O)Cc2ccsc2)cc1	-4	0.4	2	-6	-0.2	i	0	3	3	0.8

Single entries from the entries so far:
CSN inh result of NS(=O)(=O)c1ccc(CNC(=O)Cc2ccsc2)cc1 → 0
SUMO1 PPI mod result of CNC(=S)N1CCC(c2nc3ccccc3s2)CC1 → -3
SUMO1 PPI mod result of CC12CC(c3ccccc3O1)C(/C(N)=N/NC(=O)c1ccc(F)cc1)C(=O)N2 (configuration not stated) → 2
TbMetRS inhib result of Cc1ccc(CN2CCNC(=O)C2CC(=O)N2CCN(c3ncccn3)CC2)o1 (configuration not stated) → -1.3
